ATXN viability – viability counter-screen for ATXN expression inhibitors; S2 cells (HEK-293 line with an ATXN2-luciferase reporter) viability, CellTiter-Fluor protease fluorescence, 24 h; Potency, µM (highest dose often 56.7 µM), actives largely listed as cytotoxic; 0.49% of 400,000 active; further: potency means the concentration at half of the fitted maximal effect; nearly all actives have a fitted effect of over 40% in size
TGFb SMAD3 inh – inhibitors of TGF-b signaling. HepG2 CAGA-GFP TGF-b/SMAD3 reporter, GFP fluorescence, 18 h; TGF-beta stimulated, 500 pg/mL final. Potency, µM (doses to about 46.1 µM), for inactives: top-dose activity, negative = inhibition, hits mostly inhibitors. 1.2% of 410,000 active; further: potency means the concentration at half of the fitted maximal effect; on the % scale 0 is the no-effect control and ±100 the full control effect; nearly all actives have a fitted effect of over 65% in size
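Read-out: total well GFP (ex488/em500-530) summed from mean per-cell fluorescence. Cells: HEPG2 CAGA-GFP, 1% FBS DMEM, 18 h at 37 degrees C with 500 pg/mL final TGF-beta. Unstimulated wells served as the full-inhibition control; stimulated DMSO wells = 0%.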
A549 tox – counter-screen for Nrf2 inhibitors: cytotoxicity in A549 cells; Potency, µM (titrated, usually from 46 µM), inactives show at the highest dose activity change, negative = cytotoxicity, usual class: inhibitors; 0.16% of 390,000 active; A549 ARE-Fluc cells, CellTiter-Fluor viability, 18-24 h; further: potency means the concentration at half of the fitted maximal effect; on the % scale 0 is the no-effect control and ±100 the full control effect
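A549 ARE-Fluc cells in 5% FBS OPTI-MEM, 5000 cells/well, rested 2 h then exposed to compounds in concentration-response for 18-24 h at 37 °C. Viability by CellTiter-Fluor fluorescence (Ex 405/Em 525) after 30 min; luciferase luminescence (BugLite, 15 min, RT) read afterwards.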
HepG2 viability – counter-screen for TGF-b inhibitors: cytotoxicity in HepG2 cells; HepG2 CAGA-GFP viability, ATP luminescence, 18 h; Potency, µM (top dose mostly 46.1 µM), for inactives: at the top dose activity change, negative = cytotoxicity, actives largely listed as cytotoxic; 0.76% of 410,000 active; AID 588856; further: potency means the concentration at half of the fitted maximal effect; some results filed as inactive show a strong effect at the top dose
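CellTiter-Glo luminescence gave cytotoxicity after 18 hours at 37 degrees C. The cells were HepG2 CAGA-GFP in 1% FBS DMEM, stimulated with 500 pg/mL TGF-beta after compound addition. %Activity was normalised to no-cell wells (complete cell-killing) and DMSO (no toxicity), and curves were fitted and classified.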
CCT chaperon mod – changes cytosolic chaperonin activity; purified chaperonin ATPase assay, HTRF ADP detection, 30 min; activity change, % (test concentration not listed), hits read low; 0.3% of 360,000 active; AID 651819; in the data active means activity change below about -30%; further: on the % scale 0 is the no-effect control and ±100 the full control effect
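TRiC at 40 or 20 nM final (batch-dependent) in 30 mM Tris pH 7.4, 100 mM KCl, 5 mM MgCl2, 1 mM DTT, with compound at single 76 uM and 10 uM ATP, 30 min at 37 deg C. ADP detected by HTRF Transcreener, 665/615 ratio.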
MmCpn inh – M. maripaludis TRiC chaperonin inhibition | purified Mm-Cpn ATPase, ADP Transcreener TR-FRET | Potency, µM (doses to about 76.9 µM), without a hit: top-dose activity, negative = inhibition, most hits filed as inhibitors | 0.031% of 330,000 active; further: potency means the concentration at half of the fitted maximal effect; on the % scale 0 is the no-effect control and ±100 the full control effect; nearly all actives have a fitted effect of over 80% in size
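Purified archaeal Mm-CPN (25nM final) preincubated 10 min at 37degC with compound, then 10uM ATP for 30 min at 37degC; ADP measured by HTRF Transcreener TR-FRET; buffer 30 mM TRIS pH 7.4, 100mM KCl, 5mM MgCl2, 1mM DTT.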
Akt phos inh – Akt phosphorylation inhibition. Neuro2A IGF-stimulated pAkt S473 HTRF, 20 min; hits give low values. activity change, % for hits at 50 µM. 0.32% of 360,000 active. AID 651550; in the data active means activity change below about -80%; inconclusive means mostly about -51% to -80%; further: on the % scale 0 is the no-effect control and ±100 the full control effect
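Neuro2A cells (4,500/well, DMEM with 0.5% FBS) were treated with compound at a single 50 µM final concentration, stimulated with 6 nM IGF for 20 min at 37 °C, and lysed. Phospho-Akt Ser473 was read by HTRF as 665/615 ratio ×10^4.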
Nrf2 ARE act – activators of Nrf2 (ARE) signaling; Potency, µM (doses to about 46.1 µM), for the others: at the top dose activation, most hits filed as activators; 0.31% of 410,000 active; AREc32 ARE-luciferase reporter (MCF7-derived line), luminescence, 24 h; AID 624171; further: potency means the concentration at half of the fitted maximal effect; % of control where 0% means no effect; nearly all actives have a fitted effect of over 65% in size
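AREc32_Fluc, 1000 cells/well, OPTI-MEM + 5% FBS, o/n 37 deg C 5% CO2; 23 nL cpd by pin tool, 24 hr; Steady-Glo 30 min RT, luminescence.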
Nrf2 inh – Nrf2 pathway inhibition. A549 ARE-Fluc reporter, luciferase luminescence, 18-24 h. 2.1% of 360,000 active. Potency, µM (doses to about 46 µM), for inactives: top-dose activity change, negative = inhibition, actives largely listed as inhibitors; further: potency means the concentration at half of the fitted maximal effect; on the % scale 0 is the no-effect control and ±100 the full control effect; nearly all actives have a fitted effect of over 60% in size
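Nrf2 activity is the BugLite luminescence, read 15 min after reagent at room temperature, following CellTiter-Fluor cytotoxicity readout (30 min, 37C). Compound titrations were applied for 18-24 h to 5000 A549 ARE_Fluc cells/well in 5% FBS OPTI-MEM.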
The depositor's hits bear a star; i = inactive; u = inconclusive; x = not tested or not shown; & = joins results of further samples; ! = a repeat was not active; [ ] = another dose, or the depositor's remark. Unless noted, the call rests on the fitted dose curve; in most records, active means well fitted curve in the direction sought with a large enough effect; inconclusive means small, poorly fitted or top-dose-only effect, or another doubt; inactive means no such curve, though single readings can be large; an effect the other way counts as inactive or inconclusive.

1	Cc1ccccc1-n1nc(C(=O)c2cccs2)cc(-c2nc3ccccc3[nH]2)c1=N
2	O=C(CNC(=O)C12CC3CC(CC(C3)C1)C2)OCC(=O)N1CCCCC1
3	COc1ccc(/C=C/c2ccc3cccc(O)c3n2)c(OC)c1OC
4	CC(=O)c1c(C)[nH]c(C(=O)N2CCN(c3ccc(F)cc3)CC2)c1C
5	CCCCNC(=S)N(C)/N=C/c1ccc(OCC(=O)Nc2ccc(OC)cc2)c(OC)c1
6	Cc1sc(NC(=O)Cn2cnnn2)nc1-c1ccc(Cl)cc1
7	Cc1onc(-c2ccccc2)c1NC(=O)N(CCC#N)Cc1cccs1
8	O=C(Nc1ccc2c3c(cccc13)CC2)c1ccco1

Compound	1	2	3	4	5	6	7	8
ATXN viability	i	i	i	i	i	i	i	i
TGFb SMAD3 inh	1%	-2%	u	-13%	5%	0%	-19%	-23%
A549 tox	u	7%	-8%	-6%	0%	2%	2%	1%
HepG2 viability	-7%	11%	-51%	-34%	-10%	-21%	-2%	-38%
CCT chaperon mod	-6.4	2.0	0.3	-6.9	-1.2	-1.6	-1.0	-0.2
MmCpn inh	0%	0%	2%	2%	2%	1%	1%	-1%
Akt phos inh	i	i	i	i	i	i	i	i
Nrf2 ARE act	5.8%	0.3%	22µM*	3.9%	0.3%	0.5%	-0.1%	u
Nrf2 inh	7%	7%	u	u	u	-18%	5%	u

Compounds shown so far with a halogen:
4	CC(=O)c1c(C)[nH]c(C(=O)N2CCN(c3ccc(F)cc3)CC2)c1C
6	Cc1sc(NC(=O)Cn2cnnn2)nc1-c1ccc(Cl)cc1

Compound	4	6
ATXN viability	i	i
TGFb SMAD3 inh	-13%	0%
A549 tox	-6%	2%
HepG2 viability	-34%	-21%
CCT chaperon mod	-6.9	-1.6
MmCpn inh	2%	1%
Akt phos inh	i	i
Nrf2 ARE act	3.9%	0.5%
Nrf2 inh	u	-18%

More results follow.
9	CCN(Cc1ccccc1)S(=O)(=O)c1ccc2c(c1)CC(C)N2C(=O)C1CCC1 (stereo not drawn)
10	COc1ccc(Br)cc1/C=C/C(=O)Nc1ccc(C)cc1
11	CC(=O)Oc1ccc2c(=O)c(N3C(=O)c4ccccc4C3=O)c(C)oc2c1
12	Cc1[nH]nc2c1C(c1cccs1)C1=C(CCCC1=O)N2 (stereo not drawn)
13	CCc1ncc(CN2CCCCC2C(=O)Nc2ccc(Oc3ccccc3)nc2)cn1 (stereo not drawn)
14	O=C(Nc1ccccc1N1CCCCC1)c1cnccn1
15	CC(=O)Nc1cccc(-c2cc(C)c3cc4c(cc3n2)OCO4)c1
16	COc1cccc(N(CC(=O)NC2CC3CCC2C3)S(=O)(=O)c2ccccc2)c1 (stereo not drawn)

Compound	9	10	11	12	13	14	15	16
ATXN viability	u	i	i	i	i	i	i	i
TGFb SMAD3 inh	-31%	u	u	u	-17%	-19%	-12%	-18%
A549 tox	-2%	u	-2%	6%	-2%	14%	20%	0%
HepG2 viability	5%	-17%	-5%	-50%	-7%	-26%	-13%	0%
CCT chaperon mod	x	0.4	0.2	-2.0	-0.1	-1.4	0.1	-2.6
MmCpn inh	x	0%	3%	0%	0%	0%	-1%	0%
Akt phos inh	x	i	i	i	i	i	i	i
Nrf2 ARE act	4.4%	19%	0.2%	0.2%	-0.7%	0.0%	6.3%	-0.2%
Nrf2 inh	u	u	-10%	-3%	u	10%	u	-4%

17	COc1ccc(O)c(CNn2c(-c3ccc(Br)cc3)nc3ccccc3c2=O)c1
18	CCOc1ccc(NC(c2ccccc2)P(=O)(OC)OC)cc1 (stereo not drawn)
19	CCn1nnnc1SCC(=O)N1CCc2ccccc21
20	COCCNc1nc(NCc2cccc(Cl)c2)c2cnn(C)c2n1
21	CCc1nc2ccccc2n1Cc1ccccc1OC
22	CN(C)CCCN1c2ccccc2Sc2ccc(Cl)cc21
23	C[C@H](CO)N1C[C@H](C)[C@@H](CN(C)Cc2ccc3c(c2)OCCN3C)OCc2cnnn2CCCC1=O
24	CSc1ncccc1C(=O)OCC(=O)c1ccc(C)s1

Compound	17	18	19	20	21	22	23	24
ATXN viability	i	i	i	i	i	i	i	i
TGFb SMAD3 inh	u	24%	-6%	-2%	-8%	u	-2%	25%
A549 tox	9%	-7%	11%	0%	4%	-9%&-21%	x	2%
HepG2 viability	-6%	28%	1%	-6%	-14%	18µM*!	-1%	2%
CCT chaperon mod	-2.4	0.2	1.5	x	-3.0	-1.3&-0.7	1.3	-4.2
MmCpn inh	0%	-2%	x	x	1%	3%&-2%	x	-3%
Akt phos inh	i	i	i	x	i	i	i	i
Nrf2 ARE act	17%	2.9%	2.8%	6.6%	-0.5%	3.0%&6.6%	-0.6%	2.7%
Nrf2 inh	3%	1%	u	x	x	4%&3%	x	5%

Single entries from the entries so far.
CCT chaperon mod, `COc1ccc(/C=C/c2ccc3cccc(O)c3n2)c(OC)c1OC` → 0.3
CCT chaperon mod, `COc1ccc(O)c(CNn2c(-c3ccc(Br)cc3)nc3ccccc3c2=O)c1` → -2.4
TGFb SMAD3 inh, `CCN(Cc1ccccc1)S(=O)(=O)c1ccc2c(c1)CC(C)N2C(=O)C1CCC1` (stereo not drawn) → -31%

Next entries.
25	Cc1ccc(NC(=O)N2CCCC2C(=O)Nc2ccc3c(c2)OCCO3)cc1 (stereo not drawn)
26	O=C(CSc1ccccc1)NCCSCc1ccccc1
27	Cc1cc2nnc(SCC(=O)N3CCOCC3)n2c2ccccc12
28	CCCCc1cc(=O)oc2c(CN(C)C)c(O)c(Cl)cc12
29	CC(NCCO)C(=O)C12CC3CC(CC(C3)C1)C2 (stereo not drawn)
30	C/C=C(\C)CN1CCC(n2nccc2NC(=O)c2ccc(OC)cc2)CC1
31	CCCCC(=O)N(C)c1c(CC)nc2c(OCC=C(C)C)cccn12
32	COc1cccc(C(=O)Nc2ccc(NC(=O)C(C)C)nc2)c1

Compound	25	26	27	28	29	30	31	32
ATXN viability	u	i	i	i	i	i	u	i
TGFb SMAD3 inh	-13%	-8%	-2%	10%	0%	-6%	7%	-13%
A549 tox	0%	4%	0%	5%	2%	-4%	x	-3%
HepG2 viability	0%	-9%	-6%	-4%	-10%	-1%	-31%	-19%
CCT chaperon mod	0.4	-4.4	-0.4	-0.7	-0.5	-0.5	-3.2	-1.1
MmCpn inh	1%	0%	0%	-11%	-1%	-6%	x	0%
Akt phos inh	i	i	i	i	i	i	i	i
Nrf2 ARE act	-0.2%	0.0%	0.4%	-1.0%	0.5%	-0.6%	0.1%	-0.3%
Nrf2 inh	7%	19%	23%	20%	1%	3%	x	-3%

33	CCN(CC)S(=O)(=O)c1ccc2c(c1)N(CC(=O)Nc1cccc(C)c1C)C(=O)C1CCCN21 (stereo not drawn)
34	CCN1CCC(N(Cc2cccc(OC)c2)C(=O)Nc2cccc(C)c2C)CC1
35	CC1C(=O)N(Cc2cn(CCC3OCCCO3)nn2)CCS(=O)(=O)N1Cc1ccc(-c2cccc(CO)c2)cc1 (stereo not drawn)
36	O=c1oc2ccccc2cc1-c1ccc(O)cc1
37	CCOc1ccccc1N1CC(c2nc3ccccc3n2CCCCOc2ccccc2)CC1=O (stereo not drawn)
38	COc1ccc(N2CCN(C(=O)CN(c3ccccc3)S(C)(=O)=O)CC2)cc1
39	O=C(O)CNc1nc(Cl)ccc1[N+](=O)[O-]
40	CC(=O)NC(CCS(C)(=O)=O)C(=O)N1CCc2ccccc21 (stereo not drawn)
41	O=C(Nc1ccc(F)c(Cl)c1)c1csc([C@@H]2O[C@H](CO)[C@H](O)[C@H](O)[C@H]2O)n1
42	Cc1cc(C)c2nc(C)cc(Nc3ccc(C(=O)NCCO)cc3)c2c1
43	C/C(=N\NC1=NCCN1)c1ccccc1

Compound	33	34	35	36	37	38	39	40	41	42	43
ATXN viability	x	u	i	i	i	i	u	i	i	i	i
TGFb SMAD3 inh	u	-1%	20%	3%	u	-3%	-10%	-6%	22%	u	16%
A549 tox	8%	-14%	x	-1%	u	-4%	-19%	3%	x	u	1%
HepG2 viability	-6%	-19%	0%	-3%	-1%	-3%	7%	-4%	11%	-16%	-1%
CCT chaperon mod	x	x	-1.5	-2.1	x	0.5	-2.3	-6.2	1.4	-1.9	-1.0
MmCpn inh	x	x	x	1%	x	0%	-3%	-4%	x	0%	-3%
Akt phos inh	x	x	i	i	x	i	i	i	i	i	i
Nrf2 ARE act	0.7%	3.9%	0.0%	6.8%	0.1%	-0.2%	u	0.0%	-0.4%[9.22 µM]	0.3%	0.2%
Nrf2 inh	25%	12%	x	19%	u	11%	u	9%	x	-4%	1%
